From PubChem BioAssay
E-sel inducer: induces E-selectin expression in human endothelial cells. P16581. HUVEC E-selectin immunofluorescence imaging; normalized: neutral wells 0, TNF-alpha wells 100. activation, % at 7.58 µM. 260,000 compounds, 0.37% hits;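 active means mean E-selectin-positive cell signal at least 10% of the positive control, reached in at least 60% of replicates, without over 20% cell loss; inconclusive means no rule given, readout overlaps actives, possibly toxicity-flagged; inactive means the rest, including those meeting only one limit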;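 further: in these data hits start at about 27%; measured in HUVEC primary endothelial cells; signal is the percent of cells scored E-selectin positive by PE staining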
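System: HUVEC, human umbilical vein endothelial cells; quantity: 3,000 cells/well; buffer or medium: EGM-2 medium, gelatin-coated wells; dosing: single-point compound dose; detection: immunofluorescence imaging; evaluation: % PE-positive cells; benchmarks: TNF-alpha, DMSO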
Xi reactivation: X-chromosome reactivation activator. activation, % at 7.58 µM. 360,000 compounds, 0.055% hits. XiGFP mouse fibroblasts, % GFP-positive cells imaging, 3 d; cells co-treated with 5-aza-dC sensitizer; scaled so ellipticine positive control = 100%;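 active means mean normalized replicate activation at least 10% and every replicate at or above 10%; inconclusive means only one of the two criteria met; inactive means mean below 10% and not all replicates reach 10%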;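 further: 0% = median of on-plate neutral control wells and 100% = ellipticine 6 µM median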
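Schedule: 3 d treatment, 15 min room-temperature fixation; system: 68-5-11 XiGFP fibroblast line; buffer or medium: DMEM plus 5-aza-dC sensitizer; control set: ellipticine 6 µM positive control; compound: one concentration, pinned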
esBAF inh: blocks esBAF chromatin remodeling in mouse ES cells; Bmi1-luciferase knock-in reporter, 24 h; 100% = twice the neutral-well signal; reporter increase, % at 12.5 µM; 350,000 compounds, 2% hits; AID 602393; in the data active means activation above about 40%; inconclusive means no clear call, values can overlap the other calls;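 further: 0% = median of the plate's neutral control wells and 100% = double that signal; a rise in the Bmi1 reporter signal indicates esBAF inhibition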
S100A4 inh HTS: blocks human S100A4 binding to myosin IIA peptide; S100A4/TAMRA-MyoIIA peptide fluorescence polarization; inhibition, % at 10.7 µM; 360,000 compounds, 0.14% hits; AID 652163;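 active means mean inhibition of at least 70% across replicates, with every replicate also reaching that level; inconclusive means mean inhibition reaches 70% but some replicates fall short; inactive means mean inhibition below 70%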
Target sequence (P26447 whole entry, looked up): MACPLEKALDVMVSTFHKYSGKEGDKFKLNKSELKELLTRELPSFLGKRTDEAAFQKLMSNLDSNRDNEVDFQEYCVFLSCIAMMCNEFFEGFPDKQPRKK
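Assay system: human S100A4 monomer with TAMRA-labelled myosin IIA peptide / Buffer or medium: Calcium-containing HEPES buffer, pH 7.2 / Reagent: TAMRA-labelled myosin IIA heavy-chain peptide probe, 5 nM / Compound: one dose per compound / Timing: polarization read 5 min after assay mix addition, stable 5–60 min / Benchmarks: neutral control DMSO, positive control TFP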
RAD54 branch: blocks human RAD54 Holliday junction branch migration; FAM/BHQ fluorescence; inhibition, % at 10.4 µM; 360,000 compounds, 0.14% hits;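 active means mean normalized replicate activity at least 40 and at least half of replicates scoring 40 or more; inconclusive means only one of the two criteria met; inactive means mean below 40 and under half of replicates reaching 40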;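 further: 0% = median of neutral control wells and 100% = median of positive control wells; inhibitors cause a drop in the FAM fluorescence signal; in these data hits start at about 50%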
RAD52 anneal inh: blocks human RAD52 DNA annealing; P43351; inhibition, % at 18.7 µM; 360,000 compounds, 0.46% hits; recombinant RAD52 DNA annealing, FRET fluorescence; AID 651710;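 active means every replicate showing at least 50% inhibition; inconclusive means mean inhibition at least 50% but not in every replicate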
Target sequence (P43351 whole entry, looked up): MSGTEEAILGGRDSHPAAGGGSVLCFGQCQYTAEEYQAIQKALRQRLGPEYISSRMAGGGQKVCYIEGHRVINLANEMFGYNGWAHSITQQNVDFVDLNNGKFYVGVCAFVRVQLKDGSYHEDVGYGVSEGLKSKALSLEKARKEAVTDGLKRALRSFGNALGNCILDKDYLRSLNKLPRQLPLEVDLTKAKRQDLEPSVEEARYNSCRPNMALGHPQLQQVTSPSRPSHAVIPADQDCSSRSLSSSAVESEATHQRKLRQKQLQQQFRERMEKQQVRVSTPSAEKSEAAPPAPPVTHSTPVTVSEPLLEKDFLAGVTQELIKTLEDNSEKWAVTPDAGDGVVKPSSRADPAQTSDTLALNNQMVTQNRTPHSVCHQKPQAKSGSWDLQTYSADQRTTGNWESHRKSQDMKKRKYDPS
FN deposit inh: fibronectin deposition inhibition; AID 743247; 350,000 compounds, 0.086% hits; inhibition, % at 12.6 µM; AH1F fibroblasts, Alexa488-fibronectin deposition fluorescence, overnight;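 active means mean inhibition across replicates of 30% or more, regardless of how many single replicates reach that level; inconclusive means mean under 30% yet at least half of replicates reach 30%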;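 further: positive control wells lacked labelled fibronectin entirely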
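Assay system: AH1F fibroblast monolayer, labelled fibronectin deposition. Amount: 10000 cells per well. Also added: labelled fibronectin 24 nM. Compound: single-point pinned compound. Incubation: cell attachment 1 h, compound and FN exposure overnight. Detection: fluorescence after three HBSS washes, excitation 485 nm, emission 525 nm. Read-out: inhibition of fibronectin deposition signal.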
EWS-Fli inh: blocks EWS/Fli oncoprotein-driven transcription; A673 NR0B1-luciferase reporter, viability-normalised; inhibition, % at 12.6 µM; 350,000 compounds, 0.67% hits;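 active means mean inhibition of at least 50% after viability correction, with every replicate also passing that limit; inconclusive means mean reaches 50% but only one of two replicates passes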;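 further: firefly luciferase signal divided by Alamar Blue viability fluorescence both relative to DMSO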
The depositor's hits bear a star; ? = inconclusive; / = not tested or not shown.

SMILES	E-sel inducer	Xi reactivation	esBAF inh	S100A4 inh HTS	RAD54 branch	RAD52 anneal inh	FN deposit inh	EWS-Fli inh
COc1cccc(NC(=O)N(C)C[C@H]2Oc3ncc(C#Cc4ccccc4)cc3C(=O)N([C@H](C)CO)C[C@@H]2C)c1	2.0	-0.8	11	6	-2	-2	-10	10
C#CCOCCOCCOCCNc1nc(N2CCN(C(=O)CCCCCCCCCCNC(=O)Cn3cc(C[C@@H](C)O)nn3)CC2)nc(N2CCN(C(=O)CCCCCCCCCCNC(=O)Cn3cc(C[C@@H](C)O)nn3)CC2)n1	0.1	-0.1	-5	19	-6	1	0	41
Cc1cc(C)c(C)c(S(=O)(=O)Nc2cccc(S(=O)(=O)Nc3ccccc3C(=O)O)c2)c1C	-0.1	0.1	-4	1	11	-10	0	-20
COc1ccc(-c2ccccc2[C@@H]2[C@H](C#N)N(C(=O)C3CCCC3)[C@H]2CO)cc1	0.4	0.1	/	-3	/	8	5	4
CCC(=O)Nc1ccc(NC(=O)c2ccc3ccccc3c2)cc1	/	0.0	14	-4	-5	-11	-4	-33
C[C@@H]1CN([C@@H](C)CO)S(=O)(=O)c2ccc(-c3ccccc3)cc2O[C@H]1CN(C)C(=O)C1CC1	-0.1	-0.8	2	/	/	/	-3	-1
CN1CCN(C2Cc3cc(F)ccc3Sc3ccc(Cl)cc32)CC1 (stereo not given)	0.0	0.1	-13	-4	16	39	0	13
Cc1ccc(-c2cnc3c(c2)C(=O)N([C@H](C)CO)C[C@@H](C)[C@H](CN(C)C)O3)cc1	-3.0	-1.3	1	-4	-1	-1	-12	-4
O=C1OC[C@H]2CCCN2C(=O)[C@@H](CC(=O)N(CCO)Cc2ccccc2)C/C=C\C[C@H]1Cc1ccc(F)cc1	0.2	0.1	-2	-3	-3	0	-4	7
O=C(CSCc1ccccc1)N1CCN(S(=O)(=O)c2ccc(F)cc2)CC1	0.0	0.0	-5	-12	-6	2	/	-3
CC1(c2nnc(-c3ccncc3)o2)CC(c2cccnc2)=NO1 (stereo not given)	-0.1	0.1	0	-4	10	-17	2	-3
CN=C1SC(CC(=O)Nc2sc3c(c2C#N)CCCC3)C(=O)N1C (stereo not given)	/	/	-4	7	1	-17	/	/
COC(=O)CC1(CC(N)=O)SCCS1	-0.1	0.0	/	3	/	-8	-2	-24
CC(C)n1nc(C(=O)NNC(=O)c2ccc(OC(F)F)cc2)c2ccccc2c1=O	9.3	0.1	-5	2	0	-17	-6	-6
COc1ccc(NC(=O)CN(C)C(=O)c2cc(-c3ccncc3)nc3ccccc23)cc1	-0.2	0.1	3	-4	5	3	-1	/
Cc1n[nH]c(=O)c2c(NC(=O)CSc3ccc(Br)cc3)oc(C)c12	/	0.1	/	0	/	0	4	-4
N#C[C@H]1[C@@H](c2ccccc2C2=CCCC2)[C@@H](CO)N1C(=O)c1cccc(F)c1	0.1	0.0	/	-38	/	9	-6	-4
Cc1ccc2cc(-c3noc(C4CCCO4)n3)c(=O)[nH]c2c1 (stereo not given)	-0.2	0.0	30	-8	-1	-7	11	-46
Cc1ccc(S(=O)(=O)NCC[C@@]2(C)C3CCC2(C)C(=O)C3)cc1 (stereo not given in full)	1.7	-0.1	3	-4	/	-2	-11	7
CC=Cc1ccc2n(c1=O)C[C@@H]1[C@@H](CO)[C@H](C(=O)NCCC)[C@H]2N1CCC(F)(F)F (mixture of isomers)	-0.1	0.2	-3	2	-42	-6	/	9
CN(C)C(=O)C[C@@H]1CC[C@@H]2[C@H](COC[C@@H](O)CN2Cc2ccc(C(F)(F)F)cc2)O1	-0.1	0.0	12	7	-10	-1	5	11
CN(CCc1ccccc1)C(=O)c1cccc(NC(=O)Cc2cccc([N+](=O)[O-])c2)c1	-0.1	0.1	-28	-8	4	-8	-16	12
CCCCN1C(=O)C(=O)N(CC(=O)N2CCc3ccccc32)C1=O	0.6	0.0	-2	-3	-8	-19	-15	7
Cc1ccc(S(=O)(=O)c2cc3c(=O)n4ccccc4nc3n(C)c2=N)cc1C	/	0.0	0	-6	-7	-11	-7	-25
CNC(=O)c1[nH]cnc1C(=O)Nc1cccc(Cl)c1	0.8	0.0	35	7	4	-1	-6	-26
COc1cccc(C(=O)Oc2cc(C)[nH]c(=O)c2[N+](=O)[O-])c1	/	0.0	/	0	/	3	/	14
COCC1CCCN(Cc2cn(-c3ccccc3)nc2-c2ccc3c(c2)OCO3)C1 (stereo not given)	-0.1	-0.1	1	-1	14	-8	10	11
CCC(=O)N[C@H]1CC[C@H](CCn2cc(C3CC3)nn2)O[C@@H]1CO	-0.3	-0.1	-3	-10	-1	12	4	-2
CN1CCN(C(=O)C[C@H]2CC[C@@H]3[C@H](COC[C@H](O)CN3CC3CCOCC3)O2)CC1	0.0	0.0	-4	8	1	-10	-6	5
CC(=O)c1ccc(-c2cc([C@H]3[C@H]4C=CC[C@@H](C)[C@@H]4C(=O)N3Cc3ccccc3)ccc2F)cc1	/	0.0	-29	-2	-4	-50	-4	2
C[C@@H]1CN([C@@H](C)CO)C(=O)c2cc(NC(=O)Nc3ccccc3)ccc2O[C@H]1CN(C)Cc1ccc(C(F)(F)F)cc1	0.4	-0.1	-4	4	-7	-9	/	0
O=S(=O)(c1ccccc1)n1cc(-c2ccccn2)c(N2CCOCC2)n1	/	0.1	-2	0	3	11	-12	1
C[C@H]1CN([C@@H](C)CO)C(=O)c2cc(NC(=O)Nc3ccc(C(F)(F)F)cc3)ccc2O[C@H]1CN(C)Cc1ccccc1	-0.1	0.1	-1	-8	0	-29	/	7
O=C(Nc1ccn(C2CCC(CO)O2)c(=O)n1)c1ccccc1 (stereo not given)	0.1	0.2	/	1	/	-9	7	-12
CCC(=O)N(C)CCc1cc2c(c(OC)c1/C=N/NC(=O)c1ccc(Br)cc1)OCO2	/	0.1	16	/	-19	/	-1	/
COc1ccccc1P(=O)(c1ccccc1)c1ccccc1	/	-0.1	-7	4	6	-3	-10	0
CC1(C(=O)Nc2cccc3ccccc23)CC1(Br)Br (stereo not given)	0.9	0.1	/	0	/	-11	-8	3
Cc1ccc(-c2c(C(=O)N(C)Cc3ccccc3)oc(=O)c3ccccc23)cc1	0.2	0.1	/	/	/	/	-3	1
C[C@H]1CN([C@@H](C)CO)S(=O)(=O)c2ccc(C#CC3(O)CCCC3)cc2O[C@@H]1CN(C)C(=O)Nc1ccccc1	0.4	-1.3	6	-3	9	-21	-1	17
Cc1sc2ncn(CC(=O)NCc3ccco3)c(=O)c2c1-c1ccc(F)cc1	/	0.0	/	-6	/	-19	/	2
COc1cc(/C=C2\C(=O)N(c3ccc(S(N)(=O)=O)cc3)N=C2C)ccc1OC(=O)c1ccco1	3.0	0.0	/	-1	/	-1	-9	1
C[C@H](CO)N1C[C@H](C)[C@@H](CN(C)Cc2ccc(C(=O)O)cc2)Oc2ccc(NS(=O)(=O)c3ccc(Cl)cc3)cc2C1=O	0.0	-0.4	-1	15	-8	1	0	-5
CCCCCCN(C(=O)CCCCCN1C(=O)NC(c2ccc([N+](=O)[O-])cc2)C(C(=O)OCc2ccccc2)=C1C)C(C(=O)NCCCC)c1ccc(OCC(=O)OC)c(C(=O)OC)c1 (stereo not given)	0.1	0.3	/	0	/	-87	11	?
CC(C)(C)c1ccc(C(=O)Nc2ncn[nH]2)cc1	/	0.0	/	3	/	8	/	-12
COc1ccccc1-c1cnc2c(c1)C(=O)N([C@H](C)CO)C[C@H](C)[C@@H](CN(C)Cc1cncnc1)O2	0.0	-0.2	-3	-7	4	-3	/	-20
CCn1c(SCC(=O)c2c(N)n(C3CC3)c(=O)[nH]c2=O)nnc1-c1ccoc1C	-0.4	-0.1	3	-6	-2	-3	4	3
C/C(CC(=O)Nc1ccc(C)c(Cl)c1)=N\NC(=O)c1ccco1	/	0.0	/	6	/	-27	10	-15
CC(=O)Nc1cc(-c2cccc(C(=O)N(C)C)c2)cn2c(-c3ccc(F)cc3)cnc12	/	0.0	-2	2	5	-21	/	0

Taken from above.
For S100A4 inh HTS, Cc1ccc(S(=O)(=O)NCC[C@@]2(C)C3CCC2(C)C(=O)C3)cc1 (stereo not given in full) is listed with -4
For S100A4 inh HTS, Cc1ccc(S(=O)(=O)c2cc3c(=O)n4ccccc4nc3n(C)c2=N)cc1C is listed with -6

Continued:
SMILES	E-sel inducer	Xi reactivation	esBAF inh	S100A4 inh HTS	RAD54 branch	RAD52 anneal inh	FN deposit inh	EWS-Fli inh
O=[N+]([O-])c1cccc(-c2ccc(/C=N/NC(=S)Nc3cccc(F)c3)o2)c1	0.0	0.3	/	-2	/	-28	-5	19
O=C(NNC(=S)NC1CCCCC1)c1cccc(S(=O)(=O)Nc2ccccc2Cl)c1	0.0	-0.1	/	1	-2	-9	-10	16
Cc1ccccc1S(=O)(=O)N(C)C[C@H]1OCc2cn(nn2)CCCC(=O)N([C@H](C)CO)C[C@H]1C	0.0	-0.3	3	4	10	-3	5	-2
C=CCn1c(N)cc(=O)nc1SCC(=O)N1CCN(c2ccc(F)cc2)CC1	/	/	-1	3	13	0	/	-2
O=C(COC(=O)CCc1ccc(S(=O)(=O)N2CCOCC2)cc1)NC1CCCCCC1	/	0.0	1	2	/	0	9	10
N=c1c(C(=O)NC2CCCC2)cc2c(=O)n3ccccc3nc2n1C1CCCCC1	/	0.0	3	-11	16	-51	10	/
CCOC(=O)CN(C)C(=O)CCc1nnc(-c2ccc(-c3ccccc3)cc2)o1	0.0	-0.1	-29	-31	11	-13	4	-2
CC(OC(=O)c1cccc(-n2cnnn2)c1)C(=O)NCc1ccccc1 (stereo not given)	0.5	-0.1	-6	-3	6	-7	-13	-6
Cc1ccc(S(=O)(=O)Nc2ccc3c(c2)CC(=O)N([C@@H](C)CO)C[C@H](C)[C@H](CN(C)S(=O)(=O)c2c(C)noc2C)O3)cc1	-0.1	0.1	-5	10	4	6	/	1
COc1cc(/C=N/NC(=O)c2ccncc2)ccc1OC(C)=O	0.0	0.3	-10	-5	0	-15	5	17
COc1ccc(S(=O)(=O)Nc2ccc3c(c2)C(=O)N([C@H](C)CO)C[C@H](C)[C@@H](CN(C)C(=O)c2ccncc2)OCCCC[C@H](C)O3)cc1	1.5	0.1	-2	-4	4	7	/	-12
Cc1cccc(C(=O)NCc2nnc(SCC(=O)NC(C)c3ccccc3)n2C)c1 (stereo not given)	/	0.0	/	0	/	-7	-4	10
O=C(c1ccco1)N1CCN(S(=O)(=O)c2ccc([N+](=O)[O-])cc2)CC1	/	0.0	/	-8	/	-7	-5	1
CCC(C(=O)Nc1ncc(C)s1)c1ccccc1 (stereo not given)	/	0.1	/	0	/	-8	-9	-4
